D2 potentiator: positively modulates the human D2 dopamine receptor allosterically. HEK293 T-REx D2, calcium flux, EC20 dopamine potentiation. AID 485347. 0.34% of 340,000 active. potentiation, % at 10 µM;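 active = potentiation over 3 SD above the plate norm, cut at about 30% in these data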; also: 0% is about no effect
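Tetracycline-induced Hek293 Trex D2 cells, force-coupled to calcium, loaded with no-wash calcium dye. Compound added with 180 s kinetic read for agonism, then EC20 dopamine and a further 180 s read for potentiation.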
RXFP1 agonist: RXFP1 (human) receptor agonism | Potency, µM (top dose mostly 57.5 µM), for the others: top-dose activation, most hits filed as activators | Q9HBX9 | HEK293T-RXFP1 cAMP TR-FRET, 30 min; response scale: percent of porcine relaxin response, buffer zero | 0.3% of 370,000 active; also: potency is read from the fitted curve at half-maximal effect; % is scaled to controls: 0 for no effect and ±100 for the full control effect; nearly all actives have a fitted effect of over 60% in size; many of its hits are not listed in these tables
Target sequence (Q9HBX9 whole entry, looked up): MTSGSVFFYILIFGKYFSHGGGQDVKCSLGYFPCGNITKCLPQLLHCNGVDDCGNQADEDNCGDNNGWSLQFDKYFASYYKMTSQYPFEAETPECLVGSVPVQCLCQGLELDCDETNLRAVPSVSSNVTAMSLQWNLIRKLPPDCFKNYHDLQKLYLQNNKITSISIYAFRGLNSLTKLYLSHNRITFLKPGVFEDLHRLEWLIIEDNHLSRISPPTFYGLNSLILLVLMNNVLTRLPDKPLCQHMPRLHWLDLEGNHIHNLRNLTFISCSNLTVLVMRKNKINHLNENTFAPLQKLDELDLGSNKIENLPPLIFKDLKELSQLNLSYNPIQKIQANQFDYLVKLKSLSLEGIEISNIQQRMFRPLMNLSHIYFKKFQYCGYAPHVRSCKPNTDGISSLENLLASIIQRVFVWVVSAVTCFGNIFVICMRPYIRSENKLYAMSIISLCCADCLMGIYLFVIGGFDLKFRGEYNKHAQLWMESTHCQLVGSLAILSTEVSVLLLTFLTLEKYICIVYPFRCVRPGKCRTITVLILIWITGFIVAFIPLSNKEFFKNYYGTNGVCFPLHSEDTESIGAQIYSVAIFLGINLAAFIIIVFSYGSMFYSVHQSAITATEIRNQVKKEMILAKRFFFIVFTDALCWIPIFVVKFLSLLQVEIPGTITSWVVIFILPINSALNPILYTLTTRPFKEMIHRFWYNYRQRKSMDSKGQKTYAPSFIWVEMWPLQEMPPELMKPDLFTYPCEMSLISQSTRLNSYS
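HEK293 cells stably expressing RXFP1, treated 30 min at 37C with compounds plus PDE4 inhibitor Ro 20174; cAMP measured by HTRF TR-FRET. Normalized to buffer and 29 nM porcine relaxin; EC50 by Hill fit.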
TRHR enhancer: TRH receptor (human) allosteric enhancement. TRHR cells, fluo-8 calcium fluorescence, EC20 TRH enhancement. enhancement, % at 2 µM. P34981. 0.66% of 360,000 active; in the data active = enhancement above about 30%; also: 0% is about no effect
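Enhancer read-out: after compound pinning and an initial kinetic agonist-mode read, an EC20 of TRH (10 nM final) was injected and fluo-8 calcium signal (Ex 480/Em 530) followed at 1 s/cycle for 100 cycles in TRHR-expressing cells.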
RXFP1 antag: RXFP1 (human) relaxin receptor antagonism. HEK293-RXFP1, relaxin-stimulated cAMP HTRF, 30 min; stronger effect = lower value. activity change, negative = inhibition, % at 57.5 µM. 0.59% of 350,000 active;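 active = activity change of -60% or lower, but not beyond a set lower limit; inconclusive = change between -60% and -40%, or beyond the set limit; inactive = change above -40%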; also: % is scaled to controls: 0 for no effect and ±100 for the full control effect
D1 antag: blocks dopamine activation of the human D1 receptor; activity change, negative = inhibition, % at 10 µM; AID 504652; P21728; 3.2% of 360,000 active; HEK293 TREx D1 cells, calcium flux, dopamine EC80; stronger effect = lower value; in the data active = activity change below about -30%; also: % is scaled to controls: 0 for no effect and ±100 for the full control effect
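Compound effects on dopamine-evoked calcium signalling were measured in tetracycline-induced HEK293 Trex D1 cells. Dopamine at EC80 followed a 180 s compound pre-read, and fluorescence was tracked kinetically for 180 s more.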
TRHR ag: TRH receptor (human) agonism | 0.18% of 360,000 active | AID 493084 | TRHR cells, calcium flux fluo-8, FDSS agonist mode | activation, % at 2 µM | P34981; in the data active = activation above about 30%; also: 0% is about no effect
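TRHR-expressing cells, plated overnight in medium with 10% serum, were loaded with fluo-8 calcium dye at room temperature. After a 10 s baseline, library compound was pin-added and calcium release was recorded kinetically (ex 480/em 530) as agonist response.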
D1 ag: human D1 receptor agonism; AID 504660; P21728; HEK293 T-REx D1 cells, calcium flux, agonist mode; 1% of 360,000 active; activation, % at 2 µM; in the data active = activation above about 30%; also: 0% is about no effect
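Agonism was scored from calcium flux recorded over 180 s (1 read/s) after pintool compound addition, following a 10-cycle baseline. Cells were inducible force-coupled HEK293 TREx D1, plated overnight at 30 C and loaded with no-wash calcium dye.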
Anesthetic bind: binds horse apoferritin like a general anesthetic; Potency, µM (highest dose often 77.5 µM), for inactives: at the top dose activity change, negative = displacement, hits mostly inhibitors; apoferritin/1-aminoanthracene competitive binding, fluorescence; AID 485281; 0.074% of 350,000 active; P02791; also: potency is read from the fitted curve at half-maximal effect; % is scaled to controls: 0 for no effect and ±100 for the full control effect; nearly all actives have a fitted effect of over 20% in size
Target sequence (P02791 2-175 limits assumed): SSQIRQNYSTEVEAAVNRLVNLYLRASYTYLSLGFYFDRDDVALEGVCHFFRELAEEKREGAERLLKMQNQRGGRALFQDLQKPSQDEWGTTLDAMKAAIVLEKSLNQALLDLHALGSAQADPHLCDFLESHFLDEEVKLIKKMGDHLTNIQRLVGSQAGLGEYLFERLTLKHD
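10 uM apoferritin + 50% sat. 1-AMA, PBS; cpd 10 min RT; Ex380/Em535 endpoint; normalized to free probe vs complex; 4-param Hill fit; propofol titration as pos. ctrl.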
D1 potentiator: human D1 dopamine receptor positive modulation; potentiation, % at 10 µM; HEK293 TREx D1 cells, calcium flux, dopamine EC20 potentiation; 0.036% of 360,000 active; P21728; in the data active = potentiation above about 30%; also: 0% is about no effect
An asterisk follows results filed as active; u = inconclusive; x = not tested or not shown; [ ] = remark or other dose. Unless noted, calls follow the shape of the dose curve; as a rule, active = well fitted curve in the direction sought with a large enough effect; inconclusive = small, poorly fitted or top-dose-only effect, or another doubt; inactive = no such curve, though single readings can be large; an effect the other way counts as inactive or inconclusive. Some of the compounds tested; the hit share may differ from the screen's.

No.	smiles	D2 potentiator	RXFP1 agonist	TRHR enhancer	RXFP1 antag	D1 antag
1	O=C(NC12CC3CC(CC(C3)C1)C2)c1ccc(-c2ccc(Cl)cc2)o1	11	2.0%	0	-5	26
2	COc1ccc(/C=N/Nc2nc(-c3cccnc3)nc3ccccc23)cc1OC	11	0.5%	6	-14	17
3	COc1cc(Nc2nc(SCc3ccccc3F)nc3ccccc23)cc(OC)c1	x	7.0%	1	-22	4
4	CCOC(=O)C(=O)N1CCC(C(=O)OC)CC1	5	0.8%	2	12	11
5	CCc1ccc(Nc2nc(N3CCOCC3)nc(N3CCOCC3)n2)cc1	2	0.3%	3	-27	4
6	Cc1cc(C)c([N+](=O)[O-])cc1NCC(=O)N1CCN(c2ccccc2)CC1	-7	-0.9%	-5	8	-29
7	COc1ccc(C(=O)COC(=O)CCN2C(=O)C3C4CCC(C4)C3C2=O)cc1 (centres undefined)	x	-1.1%	7	-32	-17
8	COc1ccccc1NC(=O)C(=O)c1cc(C)n(-c2cc(C)cc(C)c2)c1C	5	0.1%	-2	-29	7
9	O=S(Cc1ccccc1)CC(O)(c1ccc(Cl)cc1)c1ccc(Cl)cc1 (centres undefined)	-5	0.2%	-6	u	-18
10	Cc1cccc(NC(=O)Cn2cnc3ccccc3c2=O)c1C	-10	6.9%	-2	14	2

No.	TRHR ag	D1 ag	Anesthetic bind	D1 potentiator
1	-1.3	7	-2%	9
2	-0.6	2	3%	-4
3	1.0	2	167%[activator]	-1
4	0.3	2	1%	-2
5	0.0	1	-1%	-10
6	0.2	1	-14%	-2
7	-0.3	1	u	-4
8	-0.3	-2	-2%	-1
9	1.5	9	-9%	2
10	-0.3	4	-6%	-2

New compounds follow:
No.	smiles	D2 potentiator	RXFP1 agonist	TRHR enhancer	RXFP1 antag	D1 antag
11	CN(C(=O)CCl)C1CCCc2ccccc21 (centres undefined)	34*	0.1%	1	-2	4
12	Cc1ccc(S(=O)(=O)c2[nH]c(-c3ccccc3)nc2SCC(N)=O)cc1	-25	0.2%	4	-9	6
13	Cc1ccc(CN2CCN(Cc3cn[nH]c3-c3ccccc3)CC2CCO)o1 (centres undefined)	-3	2.0%	-6	-3	4
14	COc1ccc(N(CC(O)CN2C(=O)NC(C)(C)C2=O)S(=O)(=O)c2ccccc2)cc1 (centres undefined)	13	2.7%	2	-16	x
15	C[N+]1(CC#CC(O)(c2ccccc2)c2ccccc2)CCCC1	11	0.6%	-4	1	9
16	Cc1ccc(N/C(N)=N/c2nc(CSc3ccc(C)cc3)cc(=O)[nH]2)cc1	0	-0.9%	-6	2	0
17	Cc1cc(C(F)F)nn1CC(=O)NCc1ccccc1F	7	-3.1%	1	-15	4
18	Cc1ccc(C(=O)NC2(C(F)(F)F)C(=O)Nc3c2c(=O)[nH]c(=O)n3CCc2ccccc2)cc1 (centres undefined)	2	0.0%	-10	x	-40*
19	O=C(Nc1nccs1)c1cc(S(=O)(=O)N2CCOCC2)ccc1Cl	11	0.2%	5	3	1
20	CCc1ccc(NC(=O)CSc2ccc(-c3cccnc3)nn2)cc1	9	-0.7%	4	1	-14

No.	TRHR ag	D1 ag	Anesthetic bind	D1 potentiator
11	-0.3	1	-11%	-5
12	0.2	0	-3%	0
13	0.1	2	-2%	-6
14	0.0	-1	-11%	-1
15	0.3	2	-5%	-2
16	0.2	0	3%	-15
17	-0.2	2	-5%	-3
18	0.6	0	1%	-6
19	0.9	4	4%	-6
20	-0.3	1	-23%	-7

Molecules above that have an NH in an aromatic ring:
No.	smiles	D2 potentiator	RXFP1 agonist	TRHR enhancer	RXFP1 antag	D1 antag
12	Cc1ccc(S(=O)(=O)c2[nH]c(-c3ccccc3)nc2SCC(N)=O)cc1	-25	0.2%	4	-9	6
13	Cc1ccc(CN2CCN(Cc3cn[nH]c3-c3ccccc3)CC2CCO)o1 (centres undefined)	-3	2.0%	-6	-3	4
16	Cc1ccc(N/C(N)=N/c2nc(CSc3ccc(C)cc3)cc(=O)[nH]2)cc1	0	-0.9%	-6	2	0
18	Cc1ccc(C(=O)NC2(C(F)(F)F)C(=O)Nc3c2c(=O)[nH]c(=O)n3CCc2ccccc2)cc1 (centres undefined)	2	0.0%	-10	x	-40*

No.	TRHR ag	D1 ag	Anesthetic bind	D1 potentiator
12	0.2	0	-3%	0
13	0.1	2	-2%	-6
16	0.2	0	3%	-15
18	0.6	0	1%	-6

More entries
No.	smiles	D2 potentiator	RXFP1 agonist	TRHR enhancer	RXFP1 antag	D1 antag
21	N#CC(C(=O)c1ccccc1Cl)=C1SCCCS1	4	-0.2%	2	-7	-10
22	CC(C)CCNC(=O)CN(C(=O)CCC(=O)Nc1ccccn1)c1ccc2c(c1)OCO2	x	0.1%	-1	-11	-8
23	NS(=O)(=O)c1ccc(CNC(=O)/C=C/c2cccc([N+](=O)[O-])c2)cc1	-4	2.3%	-6	-14	3
24	CCOC(=O)c1cc2c(=O)n3ccccc3nc2n(Cc2ccco2)c1=NC(=O)c1ccc(C)c(C)c1	11	13%	0	x	18
25	COc1ccc(NC(=O)Cc2cccc(F)c2)cc1S(=O)(=O)Nc1ccccc1Cl	-2	1.0%	-5	0	-14
26	CN(c1cccc(NC(=O)CN2C(=O)c3ccccc3S2(=O)=O)c1)S(C)(=O)=O	3	0.8%	-2	5	6
27	OC1CCN(Cc2cn(Cc3ccccc3)nc2-c2cc3ccccc3o2)CC1	-6	0.2%	6	-14	-31*
28	Cc1ccc(S(=O)(=O)CCN2CCC(O)(c3ccccc3)CC2)cc1	5	5.0%	9	1	-13
29	Cn1c(=O)c2c(SCC(=O)N3CCc4ccccc43)nc(-c3ccc(Cl)cc3)nc2n(C)c1=O	-2	0.2%	4	-3	-5
30	COc1cc(/C=N/NC(=O)C(=O)NCc2ccco2)ccc1O	13	-2.6%	9	10	-15

No.	TRHR ag	D1 ag	Anesthetic bind	D1 potentiator
21	0.2	0	-13%	-3
22	-0.9	2	2%	-1
23	0.7	3	3%	0
24	5.1	0	-3%	0
25	2.4	4	-2%	1
26	0.3	4	3%	-5
27	5.3	25	-14%	-6
28	0.8	3	22%	2
29	0.3	1	-15%	-3
30	0.3	2	-9%	1

Next section:
No.	smiles	D2 potentiator	RXFP1 agonist	TRHR enhancer	RXFP1 antag	D1 antag
31	COc1ccc2cc(C(=O)N3CCOCC3)sc(=O)c2c1OC	12	-0.3%	-11	-12	10
32	O=C(CC1CCCCC1)N1CCC(c2nc(-c3ccc(S(=O)(=O)N4CCCC4)cc3)no2)CC1	6	-4.5%	-6	-7	-13
33	CCOC(=O)N1N=C(c2ccccc2)CC1(O)C(C)(F)F (centres undefined)	14	0.7%	7	-17	-21
34	CCSc1nc(N2CCOCC2)c2c(c1C#N)CC(C)(C)N(C)C2	-10	4.7%	3	11	4
35	COc1cc(-c2noc(CCCC(=O)NCc3ccccc3)n2)cc(OC)c1OC	-3	-1.4%	-3	8	x
36	CCn1c(C(=O)NCCc2ccc(OC)c(OC)c2)cc2sc(Cl)cc21	-12	-0.3%	-2	-22	0
37	O=C(NCCN1CCOCC1)c1cc(-c2cccs2)on1	1	1.6%	-11	-3	1
38	Cc1ccc(O)c(NC(=O)c2noc(C(C)C)c2[N+](=O)[O-])c1	-5	0.7%	2	0	0
39	CCCC(CCC)C(=O)OC1C[C@H]2CC[C@@H](C1)[N+]2(C)C (some centres undefined)	x	1.8%	-3	x	3
40	Cc1ccc(S(=O)(=O)N(C)C)cc1NC(=O)CSc1nc2ncc(Cl)cc2[nH]1	-28	0.7%	-12	0	-2

No.	TRHR ag	D1 ag	Anesthetic bind	D1 potentiator
31	0.2	5	-4%	-4
32	0.0	16	-21%	-3
33	0.4	3	-8%	4
34	-0.4	0	-12%	-1
35	-0.9	-2	-9%	-2
36	0.7	1	71%[activator]	1
37	0.3	-1	-7%	5
38	-0.3	2	-14%	-5
39	0.5	0	-4%	-5
40	-0.2	1	x	1

The results go on:
No.	smiles	D2 potentiator	RXFP1 agonist	TRHR enhancer	RXFP1 antag	D1 antag
41	O=C(c1ccccc1Cl)N1CCN(S(=O)(=O)c2cccs2)CC1	0	0.4%	-2	1	12
42	O=[N+]([O-])c1ccc(O)c(NC(=S)Nc2ccccc2)c1	0	-1.8%	2	4	x
43	Cc1cccc(NC(=O)c2cccnc2Cl)n1	-5	3.3%	0	-1	0
44	CCN(CC)S(=O)(=O)c1ccc(S(=O)(=O)N2CCN(C(=O)c3ccco3)CC2)cc1	-1	-0.9%	2	-4	-12
45	Cc1ccc(NC(=O)c2ccccc2Br)cc1S(=O)(=O)N(C)C	7	-0.6%	-2	u	7
46	Cc1ccccc1OCCOC(=O)c1nc2nccc(C)n2n1	18	12%	2	-12	11
47	Cc1[nH]c2ccc(OC(=O)N3CCOCC3)cc2c1C(=O)OC(C)C	2	0.3%	1	-10	13
48	CC(=O)[C@@]1(O)CC[C@H]2[C@@H]3C[C@H](C)C4=CC(=O)C=C[C@]4(C)[C@@]3(F)[C@@H](O)C[C@@]21C	25	1.1%	3	-17	-59*
49	Fc1ccc(CO/N=C/C2=C(Cl)c3ccccc3CC2)cc1	-1	0.3%	-6	-6	-6

No.	TRHR ag	D1 ag	Anesthetic bind	D1 potentiator
41	0.0	0	-5%	-9
42	0.3	3	-22%	2
43	0.3	12	-3%	4
44	0.2	5	2%	-2
45	-0.9	-3	-10%	-1
46	0.0	1	-16%	-1
47	-0.1	0	-4%	1
48	13	2	-9%	-6
49	0.0	2	-14%	3

High-throughput results deposited in PubChem BioAssay by National Center for Advancing Translational Sciences (NCATS).
